Anthrax LF prot = blocks Bacillus anthracis lethal factor protease; multiplex microsphere protease cleavage assay, LF; AID 588501; P15917; inhibition, % at 10 µM; 360,000 compounds, 0.12% hits; in the data active = inhibition above about 30%; inconclusive = no clear call, values can overlap the other calls; note: plate controls were buffer without enzyme for full effect and enzyme alone for no effect
SSB-PriA inh = inhibitors of Klebsiella pneumoniae PriA binding to SSB C-terminal tail | inhibition, % at 33 µM | AlphaScreen SSBct-PriA binding, biotinylated peptide | 430,000 compounds, 0.6% hits; in the data active = inhibition mostly above about 37%, no sharp cut-off; inactive = mostly below about 20%;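 note: plate controls were negative control peptide for no effect and reference peptide for full effect; strong numbers were not always called active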
3CLpro inhibitor = SARS-CoV 3CLpro protease inhibition; P0C6X7; recombinant SARS-CoV 3CLpro, quenched FRET peptide cleavage; inhibition, % at 6 µM; 290,000 compounds, 0.14% hits; in the data active = inhibition above about 12%
TcdB GH inh = TcdB glycohydrolase inhibition | inhibition, % at 9.99 µM | TcdB glycohydrolase enzymatic assay, plate reader | 350,000 compounds, 0.24% hits; in the data active = inhibition above about 10%
BH1578 lux ind = induces V. cholerae light production without autoinducers | V. cholerae BH1578 lux reporter, luminescence, 6 h | activation, % at 18.7 µM | 350,000 compounds, 0.16% hits; in the data active = activation mostly above about 9.7%, no sharp cut-off; inconclusive = no clear call, values can overlap the other calls; inactive = mostly below about 3.7%; note: not every result past the cut was called active; inactives centre near 0; reference of the scale not given here
Rv3671c inh = inhibits the M. tuberculosis serine protease Rv3671c | P9WHR9 | inhibition, % at 5.96 µM | 320,000 compounds, 0.048% hits; in the data active = inhibition above about 38%;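 note: extracellular domain of Rv3671c used as enzyme; 0% = enzyme with DMSO and 100% = no enzyme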
Target sequence (P9WHR9 whole entry, looked up, the tested form may be a part): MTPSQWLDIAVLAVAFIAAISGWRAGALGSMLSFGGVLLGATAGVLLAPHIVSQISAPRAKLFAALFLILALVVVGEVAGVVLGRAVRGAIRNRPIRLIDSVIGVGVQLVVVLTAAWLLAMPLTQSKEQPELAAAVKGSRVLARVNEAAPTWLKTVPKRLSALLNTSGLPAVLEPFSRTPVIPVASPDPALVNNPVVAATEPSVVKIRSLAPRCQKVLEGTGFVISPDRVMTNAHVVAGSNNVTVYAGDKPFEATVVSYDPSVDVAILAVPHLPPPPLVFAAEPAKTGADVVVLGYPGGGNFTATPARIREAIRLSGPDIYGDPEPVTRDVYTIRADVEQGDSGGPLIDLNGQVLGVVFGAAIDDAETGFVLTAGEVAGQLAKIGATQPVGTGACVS
MazF activator = MazEF (E. coli) toxin RNase activation. P0AE70. FAM/BHQ RNA-DNA oligo cleavage fluorescence, 5 h. activation, % at 20 µM. 350,000 compounds, 0.32% hits. AID 504720; in the data active = activation above about 50%
Target sequence (P0AE70 whole entry, looked up): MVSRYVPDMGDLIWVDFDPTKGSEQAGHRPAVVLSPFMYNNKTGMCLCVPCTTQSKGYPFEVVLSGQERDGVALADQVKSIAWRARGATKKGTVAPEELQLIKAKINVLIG
Y pestis TopoI = Y. pestis Topo-I inhibition via cleavage products. Y. pestis Topo-I cleavage product accumulation, plate reader. activity, % at 10 µM. 360,000 compounds, 0.064% hits. AID 504884; in the data active = activity above about 50%, passing the limit was not always enough; inconclusive = no clear call, values can overlap the other calls; note: inactives centre near 2
VHR inh abs = blocks human VHR1 dual specificity phosphatase; inhibition, % at 13.3 µM; AID 1654; recombinant VHR phosphatase, pNPP absorbance; 290,000 compounds, 0.52% hits; P51452; in the data active = inhibition above about 50%; note: some compounds called inactive have numbers as strong as hits
Target sequence (P51452 whole entry, looked up): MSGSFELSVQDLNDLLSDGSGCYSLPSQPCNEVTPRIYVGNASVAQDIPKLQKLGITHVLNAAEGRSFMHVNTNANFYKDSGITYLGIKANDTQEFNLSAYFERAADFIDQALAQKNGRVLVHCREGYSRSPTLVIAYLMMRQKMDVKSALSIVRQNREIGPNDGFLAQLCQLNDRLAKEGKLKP
PfHsp40 rescue = compounds rescuing yeast from Plasmodium falciparum HSP40 toxicity | 340,000 compounds, 0.68% hits | S. cerevisiae expressing PfHsp40, growth rescue, ATP luminescence | growth rescue, % at 12.5 µM; in the data active = growth rescue above about 28%, passing the limit was not always enough; inconclusive = no clear call, values can overlap the other calls;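 note: yeast W303a lacking pdr1 and pdr3 grown in galactose medium; growth measured after three days at 30 °C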
* hit, by the source's call; i = inactive; ? = inconclusive; nt = no result given; & = joins results of further samples. These rows are one share of the data (hit frequency here may not be typical).

molecule	Anthrax LF prot	SSB-PriA inh	3CLpro inhibitor	TcdB GH inh	BH1578 lux ind	Rv3671c inh	MazF activator	Y pestis TopoI	VHR inh abs	PfHsp40 rescue
CCCN(CCO)Cc1ccc2ccccc2c1	2	-4	-4	0.6	i	-4	5	5	2	-1.1
CCc1nc2c(OCc3ccc(Cl)cc3Cl)cccn2c1N(C)C(=O)C(C)C	-11	nt	nt	2.0	-3.0	nt	nt	25	nt	nt
Cc1c(C(=O)Nc2c(C)n(C)n(-c3ccccc3)c2=O)oc2c(Cl)cccc12	-4	-13	-1	0.8	-0.7	6	3	9	14	2.4
NCC(O)CN1CCN(Cc2ccccc2)CC1 (stereo unspecified)	12	-10	1	-0.8	i	7	4	-5	2	1.0
N#CCc1ccc(NC(=O)c2cc(S(=O)(=O)N3CCOCC3)ccc2Cl)cc1	-3	-6	-5	-1.0	i	-3	0	9	0	0.5
CCCC(=O)C1C(=O)CC(C)(C)C(c2cc(C)no2)C1=O (stereo unspecified)	4	-6	-7	nt	-0.6	0	0	2	29	-1.3
CC(C)CN(CC(C)C)C(=O)CCCC(=O)N(CC(C)C)CC(C)C	-1	-4	1	nt	i	-5	-2	27	-2	-1.0
COc1ccc2ccn(C)c2c1	-8	10	nt	0.9	i	4	7	0	nt	0.3
CCCCN(C=O)c1c(CC)nc2ccc(C(=O)N3CCN(S(=O)(=O)CC)CC3)cn12	-9	nt	nt	-1.6	i	nt	nt	10	nt	nt
COc1cccc(CNc2nc(NCc3ccccc3OC)nc3ccsc23)c1	-6	nt	nt	0.7	-0.5	nt	nt	9	nt	nt
COc1cccc(-c2sc3cc(OC)c(OC)cc3c2-c2ccc(OCCN3CCCCC3)cc2)c1	-3	25	nt	nt	i	nt	28	7	nt	?
Fc1ccc(NC(=S)NC2CCCCC2)c(F)c1F	0	-1	0	nt	i	-8	1	1	-30	-0.3
CSc1ccc(C(=O)C2CCCN(Cc3cccc4nccnc34)C2)cc1 (stereo unspecified)	3	4	-1	0.3	-3.6	0	3	15	19	0.9
C=CCn1c(SCC(=O)NC2CC2)nc2ccccc2c1=O	-4	-7	nt	0.8	-2.0	-2	3	-3	nt	-1.0
O=C(Nc1nncs1)c1ccc(F)c(S(=O)(=O)N2CCCCC2)c1	12	-8	0	0.2	0.4	nt	2	-3	17	0.4
C=C1CCC2[C@](C)(CO[C@@H]3O[C@H](CO)[C@@H](O)[C@H](O)[C@H]3O)CCC[C@@]2(C)[C@@H]1CCC1=CCOC1=O (stereo partly specified)	5	1	nt	1.1	-0.1	-9	3	2	nt	-0.9
COCCn1nnnc1C(c1cccs1)N1CCCC(C)C1 (stereo unspecified)	-9	0	3	0.8	2.0	2	0	17	-4	-1.5
O=c1c(Cl)c(NCc2ccccc2Cl)cnn1C12CC3CC(CC(C3)C1)C2	1	-9	4	1.9	i	7	10	40	-4	?
CCN(CC)S(=O)(=O)c1cccc(NC(=O)COC(=O)CCC(=O)c2ccc(F)cc2)c1	-1	-6	0	nt	-0.2	-2	-1	19	-13	0.4
CCN(CC(=O)NCc1ccc(Cl)cc1)C(=O)c1ccc2cc(OC)ccc2c1	0	-5	-6	2.0	-0.2	-4	4	30	17	0.1
O=C(NCC(c1cccnc1)N1CCOCC1)NC1CCCCC1 (stereo unspecified)	2	-1	4	0.2	-0.8	-1	12	1	-5	-1.0
CCC/C(=N\NC(=O)Cc1csc(N2CCOCC2)n1)c1ccccc1	-2	nt	5	-0.2	i	-7	-2	2	16	-0.7
CCn1c(SCc2nc3ccccc3[nH]2)nnc1-c1ccc(OC)cc1	0	3	1	nt	-3.8	4	0	11	21	0.1
CC(=O)/C=C(\C)NCCNc1c(F)c(F)c(CO)c(F)c1F	1	nt	-2	nt	i	-7	-3	-1	14	-0.4

Ordered by length of the SMILES (smallest number first): 3 of the compounds above
molecule	Anthrax LF prot	SSB-PriA inh	3CLpro inhibitor	TcdB GH inh	BH1578 lux ind	Rv3671c inh	MazF activator	Y pestis TopoI	VHR inh abs	PfHsp40 rescue
CCC/C(=N\NC(=O)Cc1csc(N2CCOCC2)n1)c1ccccc1	-2	nt	5	-0.2	i	-7	-2	2	16	-0.7
O=C(Nc1nncs1)c1ccc(F)c(S(=O)(=O)N2CCCCC2)c1	12	-8	0	0.2	0.4	nt	2	-3	17	0.4
C=C1CCC2[C@](C)(CO[C@@H]3O[C@H](CO)[C@@H](O)[C@H](O)[C@H]3O)CCC[C@@]2(C)[C@@H]1CCC1=CCOC1=O (stereo partly specified)	5	1	nt	1.1	-0.1	-9	3	2	nt	-0.9

Continuation:
molecule	Anthrax LF prot	SSB-PriA inh	3CLpro inhibitor	TcdB GH inh	BH1578 lux ind	Rv3671c inh	MazF activator	Y pestis TopoI	VHR inh abs	PfHsp40 rescue
COc1ccc(NC(=O)CCCn2nc(C)c3c(C)n(-c4ccccc4)nc3c2=O)cc1OC	-2	4	0	-0.1	-0.3	8	11	-4	6	0.3
COc1ccc(NC(=O)C(=O)N/N=C/c2cccnc2)c(OC)c1	-2	nt	3	0.7	-0.4	5	-1	3	6	-1.0
O=S(=O)(NC1CCN(Cc2ccccc2)CC1)c1ccc2ccccc2c1	2	13	3	0.5	i	0	-2	27	-3	-0.2
Cc1ccc(S(=O)(=O)/N=C2\C=C(Nc3cccc(C(=O)O)c3)C(=O)c3ccccc32)cc1	-6	nt	14*	2.1	-0.1	-187	2	-8	15	0.2
COCCNC(=O)Cn1cc(C(=O)c2cccs2)c2ccccc21	-7	-9	2	nt	0.7	8	3	1	nt	-1.1
O=C(NCCc1ccccc1)C1CCCN(c2nc3ccccc3s2)C1 (stereo unspecified)	1	3	0	0.5	-0.2	-3	3	26	31	0.1
Cc1ccc(S(=O)(=O)N[C@@H](CC(C)C)C(=O)NCc2ccco2)cc1	0	2	-1	nt	-1.2	0	2	-9	25	-1.6
COc1cccc(NC(=O)CN(C)C(=O)c2c(C)nn(-c3ccccc3)c2Cl)c1	1	-1	nt	1.7	-2.8	0	8	5	nt	-0.6
CC(=O)c1cccc(OCC(O)CNCCc2ccc(Cl)cc2)c1 (stereo unspecified)	0	9	-7	1.5	-0.4	3	2	3	-3	0.6
NC(=O)C1CCN(C2=C(NS(=O)(=O)c3ccc(Cl)cc3)C(=O)c3ccccc3C2=O)CC1	-5	28	-2	0.6	-6.9	-35	4	-2	13	-0.2
CC(=O)N1c2ccccc2C2(O)N=C(C)SC12 (stereo unspecified)	0	7	-3	nt	nt	11	0	-4	4	0.1
COc1ccc(CNC(=O)CSc2nnc(-c3cccnc3)n2N)cc1	-2	-9	-2	-0.4	-0.1	4	-12	0	26	1.6
CSc1nc(N)nc(SCC(=O)CC(=O)OC(C)C)c1C#N	0	-15	0	0.6	i	11	6	-1	-6	9.3
CCN1CN(CCc2ccccc2)CNC1=S	1	-6	-7	nt	-0.2	1	3	-5	21	0.1
CC(C)N(C(=O)CN1C(=O)NC2(CCCCCC2)C1=O)C(C)C	-2	10	1	nt	-0.8	1	4	1	10	0.0
Cc1noc(C)c1S(=O)(=O)N(C)C[C@H]1Oc2c(NC(=O)C3CCCCC3)cccc2C(=O)N([C@H](C)CO)C[C@@H]1C	9	-14	nt	-6.9	i	-2	7	3	nt	-1.6
CC(=O)Nc1ccc(NC(=O)c2cc(S(=O)(=O)N3CCCCC3)ccc2C)cc1	-7	-10	nt	1.6	i	-2	0	-3	nt	-0.2
N#CCC(=O)NNc1c([N+](=O)[O-])cc(C(F)(F)F)cc1[N+](=O)[O-]	-6	10	2	1.8	0.5	7	5	6	25	-0.2
NC(=O)c1cc(S(=O)(=O)N2CCN(c3ccc([N+](=O)[O-])cc3)CC2)cs1	-3	1	-3	0.2	-0.2	-4	11	-6	1	0.4
CSC(=NC1CCCCC1)NS(=O)(=O)c1ccccc1	7&5	0	3	1.8	1.9	-1	-3&0	6&10	23	0.8&-0.1
CN(CC(=O)Nc1cccc(F)c1)C(=O)CC1CC2CCC1C2 (stereo unspecified)	0	-5	1	1.0	i	-19	-6	14	12	-0.9
O=C(CN(Cc1ccco1)C(=O)c1ccc(N2CCCC2=O)cc1)Nc1ccccc1C(F)(F)F	nt	-8	nt	1.4	-0.1	-2	-1	9	nt	0.2
COc1ccc(OC)c(NC(=O)c2cc3c(Cl)nc4ccccc4c3s2)c1	-1	-2	-5	nt	-0.4	1	11	-2	24	-0.4
Cc1ccc(/C(O)=C2/C(=O)C(=O)N(CCN3CCOCC3)C2c2cccs2)cc1 (stereo unspecified)	0	nt	0	1.8	-0.4	-8	-3	6	16	-0.7
O=C(N/N=C/c1cccc([N+](=O)[O-])c1)c1cc2ccccc2o1	0	nt	3	0.9	-0.4	3	5	-1	3	0.7
Cc1cc(NC(=O)CSc2nnc(-c3ccc(O)cc3)o2)no1	4	-7	4	1.3	-0.5	6	6	-5	-17	-0.8
CCOC(=O)N1CCC(N2Cc3cccc(C(=O)Nc4ccccc4OC)c3C2=O)CC1	1	0	1	0.5	i	-3	6	27	12	3.2
Cc1ccc(C)c(NC(=O)C2CC(Cl)=CCC2C(=O)O)c1 (stereo unspecified)	-3	-11	-4	nt	-0.2	-5	3	-1	-5	-0.2
CCN1C(=O)c2cccc3cccc1c23	-3	-23&-26	-4	0.7	i	3	0	-9	16	-0.4
O=C(CN1CCCC1)Nc1ccc(Br)cc1	-2	-6&-2	1	0.3	i	10	7	3	9	-1.1
Cc1nnc(SCC(=O)Nc2ccc(Cl)cn2)s1	-1	2	3	0.9	2.9	-1	5	4	21	1.5
Cc1ccc2oc(C(=O)Nc3nnc(C)s3)c(C)c2c1	2	2&-5	5	nt	i	5	-7	5	15	0.4
O=C(CSc1nnc(CN2CCOCC2)n1-c1ccc(Cl)cc1)Nc1cc(Cl)ccc1O	-3	-1	0	nt	3.2	-1	1	8	4	1.6
S=C1NC(c2ccccc2)=CC(c2ccccc2)N1 (stereo unspecified)	-2	-4	-1	-2.6	-0.3	-6	-6	5	2	-2.3
COc1cc(OC)nc(Nc2nc(C(N)Cc3ccccc3)cs2)n1 (stereo unspecified)	-13	nt	nt	1.8	-1.3	nt	nt	28	nt	nt

Entries of single compounds from above. Order of values: Anthrax LF prot | SSB-PriA inh | 3CLpro inhibitor | TcdB GH inh | BH1578 lux ind | Rv3671c inh | MazF activator | Y pestis TopoI | VHR inh abs | PfHsp40 rescue
Profile of CCOC(=O)N1CCC(N2Cc3cccc(C(=O)Nc4ccccc4OC)c3C2=O)CC1 = 1 | 0 | 1 | 0.5 | i | -3 | 6 | 27 | 12 | 3.2
Profile of S=C1NC(c2ccccc2)=CC(c2ccccc2)N1 (stereo unspecified) = -2 | -4 | -1 | -2.6 | -0.3 | -6 | -6 | 5 | 2 | -2.3
Profile of CCN1C(=O)c2cccc3cccc1c23 = -3 | -23&-26 | -4 | 0.7 | i | 3 | 0 | -9 | 16 | -0.4
Profile of O=C(CN1CCCC1)Nc1ccc(Br)cc1 = -2 | -6&-2 | 1 | 0.3 | i | 10 | 7 | 3 | 9 | -1.1
Profile of Cc1cc(NC(=O)CSc2nnc(-c3ccc(O)cc3)o2)no1 = 4 | -7 | 4 | 1.3 | -0.5 | 6 | 6 | -5 | -17 | -0.8

Among those listed so far, these contain a CF3 group.
molecule	Anthrax LF prot	SSB-PriA inh	3CLpro inhibitor	TcdB GH inh	BH1578 lux ind	Rv3671c inh	MazF activator	Y pestis TopoI	VHR inh abs	PfHsp40 rescue
N#CCC(=O)NNc1c([N+](=O)[O-])cc(C(F)(F)F)cc1[N+](=O)[O-]	-6	10	2	1.8	0.5	7	5	6	25	-0.2
O=C(CN(Cc1ccco1)C(=O)c1ccc(N2CCCC2=O)cc1)Nc1ccccc1C(F)(F)F	nt	-8	nt	1.4	-0.1	-2	-1	9	nt	0.2

High-throughput results: PubChem, several laboratories
